Yp Topo-I inh: Y. pestis Topo-I inhibition via cleavage products; Y. pestis Topo-I cleavage product accumulation, plate reader; activity, % at 10 µM; 360,000 tested, 0.064% active; in the data active = activity above about 50%, passing the limit was not always enough; inconclusive = no clear call, values can overlap the other calls; also: inactives centre near 2
PriA SSB inh: inhibitors of Klebsiella pneumoniae PriA binding to SSB C-terminal tail | AlphaScreen SSBct-PriA binding, biotinylated peptide | inhibition, % at 33 µM | 430,000 tested, 0.6% active | AID 1272365; in the data active = inhibition mostly above about 37%, no sharp cut-off; inactive = mostly below about 20%;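 also: plate controls were negative control peptide for no effect and reference peptide for full effect; strong numbers were not always called active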
PrPC surface inh: reduces human prion protein on the cell surface; P04156; cell surface PrPC, TR-FRET read-out; inhibition, % at 13.8 µM; 370,000 tested, 0.43% active; AID 720596; in the data active = inhibition above about 24%; also: 0% = median of the test wells and 100% = reference compound wells
PfHsp40 rescue: restores yeast growth despite PfHsp40 toxicity. 340,000 tested, 0.68% active. growth rescue, % at 12.5 µM. S. cerevisiae expressing PfHsp40, growth rescue, ATP luminescence; in the data active = growth rescue above about 28%, passing the limit was not always enough; inconclusive = no clear call, values can overlap the other calls;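 also: yeast W303a lacking pdr1 and pdr3 grown in galactose medium; growth measured after three days at 30 °C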
Anthrax LF inh2: anthrax lethal factor protease inhibition. AID 588501. multiplex microsphere protease cleavage assay, LF. 360,000 tested, 0.12% active. inhibition, % at 10 µM. P15917; also: plate controls were buffer without enzyme for full effect and enzyme alone for no effect
Target sequence (P15917 whole entry, looked up): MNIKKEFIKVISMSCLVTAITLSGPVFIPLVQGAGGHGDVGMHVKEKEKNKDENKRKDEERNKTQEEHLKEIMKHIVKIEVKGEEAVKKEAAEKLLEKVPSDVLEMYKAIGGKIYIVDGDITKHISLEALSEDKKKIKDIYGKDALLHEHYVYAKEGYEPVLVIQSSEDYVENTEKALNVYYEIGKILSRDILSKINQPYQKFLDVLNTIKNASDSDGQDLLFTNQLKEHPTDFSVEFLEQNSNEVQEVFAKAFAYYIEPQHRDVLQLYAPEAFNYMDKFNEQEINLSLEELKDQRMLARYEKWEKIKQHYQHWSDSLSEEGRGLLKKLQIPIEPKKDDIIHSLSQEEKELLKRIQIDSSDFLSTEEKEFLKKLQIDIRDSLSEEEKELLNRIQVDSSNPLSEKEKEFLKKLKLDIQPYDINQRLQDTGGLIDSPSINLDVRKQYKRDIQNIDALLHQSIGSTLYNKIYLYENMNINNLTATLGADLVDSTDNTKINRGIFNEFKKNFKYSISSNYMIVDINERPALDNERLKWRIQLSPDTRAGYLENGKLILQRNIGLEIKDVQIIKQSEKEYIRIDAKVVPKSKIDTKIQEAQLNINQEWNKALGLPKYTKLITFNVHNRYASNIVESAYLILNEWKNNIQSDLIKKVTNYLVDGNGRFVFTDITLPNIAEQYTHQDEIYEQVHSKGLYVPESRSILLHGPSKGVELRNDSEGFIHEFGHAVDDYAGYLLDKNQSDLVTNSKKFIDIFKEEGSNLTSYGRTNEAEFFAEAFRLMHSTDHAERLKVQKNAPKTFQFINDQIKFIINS
BoNT A protease: blocks Botulinum neurotoxin A light chain protease; multiplex microsphere protease substrate cleavage, flow cytometry; inhibition, % at 10 µM; 360,000 tested, 0.17% active; AID 588499; also: plate controls were buffer without enzyme for full effect and enzyme alone for no effect
3CLpro inhibitor: SARS-CoV 3CLpro protease inhibition; P0C6X7; recombinant SARS-CoV 3CLpro, quenched FRET peptide cleavage; inhibition, % at 6 µM; 290,000 tested, 0.14% active; in the data active = inhibition above about 12%
BH1578 lux ind: induces V. cholerae light production without autoinducers. V. cholerae BH1578 lux reporter, luminescence, 6 h. activation, % at 18.7 µM. 350,000 tested, 0.16% active; in the data active = activation mostly above about 9.7%, no sharp cut-off; inconclusive = no clear call, values can overlap the other calls; inactive = mostly below about 3.7%; also: not every result past the cut was called active; inactives centre near 0; reference of the scale not given here
TcdB GH inh: TcdB glycohydrolase inhibition. P18177. TcdB glycohydrolase enzymatic assay, plate reader. inhibition, % at 9.99 µM. 350,000 tested, 0.24% active. AID 652162; in the data active = inhibition above about 10%
Starred values were filed as active, the others as inactive; i = inactive; ? = inconclusive; / = not tested or not shown; & = joins results of further samples. Rule as the data show it, unless noted: active = inhibition above about 30%; inconclusive = no clear call, values can overlap the other calls; inactive = below that. An excerpt. The share of hits here may be higher or lower than overall.

SMILES	Yp Topo-I inh	PriA SSB inh	PrPC surface inh	PfHsp40 rescue	Anthrax LF inh2	BoNT A protease	3CLpro inhibitor	BH1578 lux ind	TcdB GH inh
C[C@H](CO)N1C[C@H](C)[C@@H](CN(C)C(=O)Nc2ccc(C(F)(F)F)cc2)Oc2ccc(NS(=O)(=O)c3ccccc3)cc2C1=O	-2	-5	-4	0.0	-2	-0.1	/	-0.8	1.7&0.7
CCCC(=O)n1nc(-c2ccccc2)nc1N	-7	-25	-1	-2.6	-2	0.3	-3	i	/
Cc1nonc1N1CCN(Cc2cn[nH]c2-c2ccc(F)cc2F)CC1	4	-10	-1	-0.7	-1	-0.5	3	-0.3	-0.2
COCCNc1oc(/C=C/c2ccc(F)cc2)nc1S(=O)(=O)c1ccccc1	26	-8	1	-0.2	-1	-0.7	0	-0.2	-0.4
COc1ccc(-n2nnnc2S(=O)(=O)CC(=O)N2CCCCC2)cc1	-1	-9	4	0.6	-7	0.1	2	-0.1	-1.4
O=C1C2C3C=CC(CC3)C2C(=O)N1c1ccc(Br)cc1 (stereo not given)	-4	/	-4	/	3	0.0	/	-0.5	1.1
CSc1ccc(S(=O)(=O)N(C)Cc2ccccc2)cc1	17	-18	2	7.8	1	-0.8	7	-1.8	1.2
Cc1ccc(Cn2ncc3c(N4CCN(CC#N)CC4)ncnc32)cc1	7	1	3	1.4	-3	-0.6	-3	i	0.9
N#C/C(N)=C(/C#N)N=Cc1cccc(Cl)c1	6	2	9	-1.5	/	/	2	-0.7	0.4
Cc1nc(SCC(O)CCl)c([N+](=O)[O-])[nH]1 (stereo not given)	-1	-5	-13	0.0	-6	-0.4	-7	-6.2	/
C[C@H](O)C#Cc1cnc2c(c1)C(=O)N([C@H](C)CO)C[C@@H](C)[C@H](CN(C)C(=O)Nc1ccc(C(F)(F)F)cc1)O2	-7	/	5	/	-4	-0.1	/	-1.1	0.4
Cc1ccc2oc(C(=O)NCc3ccc4c(c3)OCO4)c(C)c2c1	32	-19	2	24	-2	0.7	3	0.7	/
CCOC(=O)C1CCCCN1Cc1ccc(OC)c(OC)c1 (stereo not given)	-7	-11	4	-0.7	-4	1.6	0	i	0.7
Cc1nn(C(C)C(=O)NCCc2cccs2)c(=O)c2nn(-c3ccccc3)c(C)c12 (stereo not given)	-1	0	5	-0.4	6	0.1	-1	i	0.5
Cc1c(C)n(C)c2ccc(C(=O)NCCCN3CCCC3)cc12	3	11	3	0.4	-3	-1.5	-3	-2.1	1.0
Cc1ccc(S(=O)(=O)N(C)c2c(C)ccc(S(N)(=O)=O)c2C)cc1	0	-8	4	0.2	0	-0.6	3	0.5	-0.6
CCCCC1Cc2[nH]c(=S)[nH]c(=O)c2C(c2ccc(C(C)C)cc2)O1 (stereo not given)	/	/	3	/	0	0.7	/	/	0.2
CCOC(=O)N/N=C/C=C/c1ccccc1	-3	/	-14	1.0	0	0.4	0	-0.3	/
O=C(Nc1cccc(S(=O)(=O)N2CCCCC2)c1)c1ccc(Cl)nc1	-1	-21	16	3.6	-6	-1.2	/	i	7.1
Cc1ccc(C(C(=O)NC2CCCCC2)N(CC2CCCO2)C(=O)CCCC(=O)Nc2ccccn2)cc1 (stereo not given)	27	0	-7	-0.6	-8	0.3	-3	-1.6	5.3
COc1cccc(C(=O)NNc2c3ccccc3nc3ccccc23)c1	1	12	-1	-0.5	5	-2.5	-8	i	0.1
COCc1cccc(-c2csc(C(O)c3ccc(OC)cc3)n2)c1 (stereo not given)	7	/	7	/	5	-0.4	/	-1.7	-4.3
O=C(O)CSCC(=O)N1CCN(c2cc(C(F)(F)F)nc3ccccc23)CC1	7	-4	11	0.1	-9	0.3	6	i	-1.2
O=C1[C@H]2[C@H](C=CC[C@H]2C(=O)N2CCN(c3ccccc3)CC2)CCN1Cc1ccccc1	25	-2	3	5.7	0	0.6	/	i	-0.4
Cc1ccc(-n2c(C)nn(Cc3ccc([N+](=O)[O-])cc3)c2=O)cc1	0	5	-13	0.1	-3	-0.6	4	2.8	0.5
SMILES	Yp Topo-I inh	PriA SSB inh	PrPC surface inh	PfHsp40 rescue	Anthrax LF inh2	BoNT A protease	3CLpro inhibitor	BH1578 lux ind	TcdB GH inh
O=C(COC(=O)Cc1ccc(Br)cc1)NCc1ccccc1	7	/	-5	/	-2	0.1	/	-0.5	0.7
C[C@H](CO)N1C[C@H](C)[C@@H](CN(C)Cc2cccc(C(=O)O)c2)OCc2cnnn2CCCC1=O	6	/	-2	/	-7	-0.3	/	i	0.4&-0.5
Cc1cccc(C(=O)N2CCN(C(=O)c3cccc(C)c3)C(C)C2)c1 (stereo not given)	5	-14&-3	-4	-1.0	-2	0.1	3	-3.6	/
Cc1nnc(NC(=O)c2ccc(-c3ccc(Cl)cc3)o2)s1	2	-2	8	1.0	/	/	/	-0.5	4.0
Cc1cc(OC(=O)c2c(Cl)cccc2Cl)nc(C)n1	1	-13	-5	0.5	?	?	-4	-0.3	/
COCCn1c(SCC#N)nnc1-c1ccccc1O	3	-14	4	0.6	-6	-3.0	-4	0.7	/
N/C(Cc1ccc([N+](=O)[O-])cc1)=N\OC(=O)Cc1ccc(Cl)cc1	10	/	-4	2.5	-1	0.5	0	i	1.5
O=C(NNC(=O)C1CCCCC1)c1ccc(Br)cc1	-1	-11	4	1.8	0	0.4	4	/	0.3
COc1ccc(Br)cc1C(=O)NC(=S)Nc1ccc2[nH]c(=O)[nH]c2c1	-3	-1	-3	-1.1	-1	0.8	1	-0.4	1.4
COc1ccc(/C(O)=C2/C(=O)C(=O)N(CC3CCCO3)C2c2cccc(OC)c2)cc1 (stereo not given)	-2	/	5	0.0	3	-0.2	2	-1.8	3.5
CCOCC(=O)OCC(=O)NC12CC3CC(CC(C3)C1)C2	-1	-13	-2	-0.9	0	-0.4	6	2.5	0.7
CCN1CCCC1CNC(=O)c1cc2cc(OC)c(OC)cc2[nH]1 (stereo not given)	0	-16	-1	-0.8	-16	-1.5	0	i	1.2
COc1ccc(S(=O)(=O)Nc2ccc(S(=O)(=O)Nc3nc(C)cc(C)n3)cc2)cc1OC	4	2	4	-0.2	3	0.4	-3	i	/
COc1ccc(Cl)cc1NC(=O)COC(=O)C1COc2ccccc2O1 (stereo not given)	14	-12	-4	-0.5	-1	-0.3	/	-2.5	1.6
CC1(C)Cc2nc3sc4c(N(CCO)CCO)ncnc4c3cc2CO1	-11	0	0	-0.4	0	1.3	-9	-0.2	1.9
ON1C(c2ccccc2)CC2(O)c3nonc3CCC12 (stereo not given)	4	-8	4	?	3	0.0	-1	-0.4	/
Cc1nn(CC(=O)NN)c(C)c1Br	-1	-7	1	0.7	/	/	1	-0.4	-1.0
O=C(O)CCNC(=O)c1cncc(Br)c1	5	-6	2	-1.1	-2	1.9	-3	1.7	-3.2
Cc1ccc(NC(=O)Nc2nnc(Cc3ccc([N+](=O)[O-])cc3)s2)cc1C	0	-4	7	-0.4	-2	-1.1	5	1.4	/
Cc1ncsc1CCOC(=O)c1ccccc1	0	-11	-7	0.9	1	-0.7	-2	-0.3	0.6
Cc1noc(C)c1S(=O)(=O)Nc1ccc(C(=O)NC2CCCCC2)cc1	3	2	10	-0.6	-2	0.4	-4	i	/
CC(OC(=O)c1ccc2c(c1)OCO2)C(=O)NC1CCCCC1 (stereo not given)	1	/	6	/	-7	-0.3	/	i	-4.1
CCN(CC(=O)NCc1ccc(F)cc1)C(=O)C(C)Oc1cccc(Cl)c1 (stereo not given)	3	3	-5	0.6	-1	-0.4	/	-0.3	1.0
CCc1ccc(C(=O)Nc2cccnc2Oc2ccc(Cl)cc2)cc1	-12	-12	-8	1.5	4	?	4	-0.7	-1.6
O=C(O)C(c1ccccc1)C1(O)CCC1 (stereo not given)	3	8	3	2.1	-2	-0.4	/	5.6	-1.0

Single values from above.
COc1ccc(Cl)cc1NC(=O)COC(=O)C1COc2ccccc2O1 (stereo not given) – PfHsp40 rescue = -0.5
COc1ccc(S(=O)(=O)Nc2ccc(S(=O)(=O)Nc3nc(C)cc(C)n3)cc2)cc1OC – PfHsp40 rescue = -0.2
CCOCC(=O)OCC(=O)NC12CC3CC(CC(C3)C1)C2 – BoNT A protease = -0.4

Single records, from the list above. Values in the order: Yp Topo-I inh, PriA SSB inh, PrPC surface inh, PfHsp40 rescue, Anthrax LF inh2, BoNT A protease, 3CLpro inhibitor, BH1578 lux ind, TcdB GH inh
CC(OC(=O)c1ccc2c(c1)OCO2)C(=O)NC1CCCCC1 (stereo not given) as listed: 1, /, 6, /, -7, -0.3, /, i, -4.1
O=C(NNC(=O)C1CCCCC1)c1ccc(Br)cc1 as listed: -1, -11, 4, 1.8, 0, 0.4, 4, /, 0.3
O=C(O)CCNC(=O)c1cncc(Br)c1 as listed: 5, -6, 2, -1.1, -2, 1.9, -3, 1.7, -3.2
O=C(O)C(c1ccccc1)C1(O)CCC1 (stereo not given) as listed: 3, 8, 3, 2.1, -2, -0.4, /, 5.6, -1.0

Other entries.
SMILES	Yp Topo-I inh	PriA SSB inh	PrPC surface inh	PfHsp40 rescue	Anthrax LF inh2	BoNT A protease	3CLpro inhibitor	BH1578 lux ind	TcdB GH inh
O=C(O)c1ccc(N=Nc2c(O)[nH]c3ccccc23)cc1	-9	-9	-11	-0.9	2	-0.7	0	-0.9	1.8
COCCCNC(=O)C(=O)NCC(c1ccco1)N1CCN(c2ccc(OC)cc2)CC1 (stereo not given)	-6	-6	-3	0.3	-1	2.5	-2	0.9	1.4
Cc1ccccc1S(=O)(=O)NCc1ccc(N2CCN(C)CC2)cc1	-3	0	-1	/	-7	-4.8	0	-0.4	0.9
CCCc1cc(=O)[nH]c(SCc2cc(=O)oc3c(C)c(C)ccc23)n1	6	-10	-4	1.3	1	1.0	8	-3.1	1.1
CC(C)(C)c1cc(C(=O)Nc2ccccc2)ccn1	-3	-6	3	-0.1	-2	-0.2	-2	-0.4	/
COc1ccc(NC(=O)C2(C)Cc3c(-c4cccc(C(N)=O)c4)ccnc3O2)cc1 (stereo not given)	-1	/	2	/	5	0.1	/	-0.5	0.3
O=C(COC(=O)c1ccco1)NC1CCCCC1	-3	-16	-1	1.1	-2	-0.5	0	/	/
CCOc1ccc(OCC)c(S(=O)(=O)NCc2ccccc2)c1	6	-11	-1	14	6	-1.7	3	i	-0.3
COC(=O)C1=CN(Cc2ccc(C)cc2)C=C(C(=O)OC)C1c1ccc(F)c(F)c1	35	-13	-3	-1.5	-2	-0.4	2	-0.6	-0.8
Nc1nnc(SCC(=O)OCC(=O)c2ccccc2)s1	6	-14	12	0.3	-3	0.0	7	i	2.4
COCc1nnc(NS(=O)(=O)c2ccc(OC)cc2)s1	4	-8	-1	-0.2	10	-1.7	/	i	1.5
COc1ccc(/C=C(/NC(=O)c2ccccc2)C(=O)N2CCCC2)cc1	0	5	-9	-0.1	14	-2.0	-9	-1.5	-0.5
CC(=O)N1CC(C)Oc2ccc(S(=O)(=O)NC(CC(=O)O)c3cc(C)ccc3C)cc21 (stereo not given)	1	1	8	0.3	1	0.8	-1	-0.2	-0.7
CC(c1ccccc1)N1C(=O)c2cccnc2C1=O (stereo not given)	-2	-3	6	11	1	1.8	-1	-0.1	1.8
COc1ccc(CC(=O)Nc2cc(C)ccc2O)cc1OC	-6	1	6	-1.1	/	/	1	-1.2	0.4
CCCCn1c(SCC(=O)c2ccccc2)nc2c1c(=O)[nH]c(=O)n2C	4	-5	-4	1.0	-1	-0.5	3	3.6	/
O=C(COC(=O)/C=C/c1cccc(Br)c1)Nc1cccc(S(=O)(=O)NC2=NCCC2)c1	21	-1	6	0.1	/	/	/	i	0.3
N#CCSc1nnc2c(Cl)cc(Cl)cn12	-4	6	-7	-0.1	2	0.8	2	-0.7	/
CCOC(=O)c1cnn(-c2nc(OCC)cc(OCC)n2)c1C	4	0	-1	-1.2	-3	-1.3	5	i	2.2
O=C(COC(=O)c1ccccn1)Nc1ccc2c(c1)OCCO2	4	-8	4	-0.8	4	0.9	/	i	0.8
CCOC(=O)c1ccc(NC(=O)CN2CCN(C(=O)C3CCCO3)CC2)cc1 (stereo not given)	2	-2	0	0.1	-1	-0.6	0	-0.4	1.9
COc1ccc(C(=O)CN2C(=O)C(C)(C)Oc3ccc(C(=O)N4CCCCCC4)cc32)cc1	11	-1	7	-1.4	-4	-0.5	5	/	/
FC(F)(F)c1n[nH]c(=S)n1/N=C/c1ccco1	0	/	0	-2.1	-1	1.1	2	i	/

Assay outcomes deposited in PubChem by several laboratories.
